# Growth percent in the NCI-60 one-dose screen (48 h, 10 µM unless noted): 100 = growth as untreated, 0 = no growth, -100 = all killed.
# IGROV1: IGROV1 ovarian cancer; 79,000 tested, 4.7% active; AID 1794786
# KM12: KM12 colon cancer cells. AID 1794800. 82,000 tested, 5% active
# SK-OV-3: SK-OV-3 ovarian cancer cells | AID 1794785 | 80,000 tested, 3.2% active
# SW-620: SW-620 colon cancer; 82,000 tested, 5.2% active
# COLO 205: COLO 205 colon cancer. 79,000 tested, 7.3% active. AID 1794742
# HT29: HT29 colon cancer | 81,000 tested, 7.4% active | AID 1794748
# OVCAR-4: OVCAR-4 ovarian cancer cells. 80,000 tested, 3.7% active. AID 1794784
# HCT-15: HCT-15 colon cancer. 82,000 tested, 5.2% active
# HCT-116: HCT-116 colon cancer; 82,000 tested, 7.3% active; AID 1794798
# Active calls of the source: *; . = not tested or not shown; & = joins results of further samples; [ ] = remark or other dose. How the source made its calls: active means growth percent below 10; inactive means the rest. This is a random part of the collection. Share with any hit: about 12%.
mol	HCT-116	HT29	COLO 205	SW-620	IGROV1	OVCAR-4	KM12	SK-OV-3	HCT-15
CCN1C(=O)N(CC)C2C1NN=c1s/c(=C\c3cc4ccccc4[nH]3)c(=O)n12 (stereo not given)	9.8*	5.6*	-33*	20	12	33	10	32	12
CN(CCOC(N)=O)CCOC(N)=O	93	101	123	99	105	106	108	118	96
C[C@H](NC(=O)c1snnc1C1CC1)c1c(F)cccc1Cl	122	119	219	106	113	110	114	.	94
Nc1ccc(-c2nc3ccc(Cc4ccc5nc(-c6ccc(N)cc6)[nH]c5c4)cc3[nH]2)cc1	40	48	26	64	52	55	37	81	63
CCCCN(CCCC)CCCNc1nccc2ccccc12	53	29	53	74	86	68	92	91	78
CC(=C(c1ccc(OCCCN(C)C)cc1)c1ccc(OCCCN(C)C)cc1)c1ccccc1	-10*	-78*	-86*	-45*	-95*	-97*	-93*	-90*	-92*
CC1(C)CCc2ccccc2O1	110	107	106	97	100	98	110	104	98
CSc1ccccc1C#Cc1ccccc1C#CCCCCN1CCCCC1=O	98	100	99	114	.	98	105	107	87
O=C1N=C(N2CCCCC2)S/C1=C\c1ccc(F)cc1	97	110	128	115	99	.	111	114	92
C[C@]12CC[C@@H]3c4cc([N+](=O)[O-])c(O)cc4CC[C@H]3[C@@H]1CC[C@@H]2NS(=O)(=O)c1cccc(Br)c1	67	89	100	94	87	79	83	75	80
CCN1C(=O)N(CC)C2C1NN=c1s/c(=C\c3ccc(Cl)cc3Cl)c(=O)n12 (stereo not given)	9.7*	2.8*	-7.9*	21	13	46	7.5*	29	9.5*
CCCOc1ccc([N+](=O)[O-])cc1N	99	101	105	104	107	105	101	100	100
N#Cc1c(Nc2ccccc2)nn2c(-c3ccc(Cl)cc3)c(-c3nc4ccccc4s3)c(N)nc12	100	101	103	100	98	105	100	91	97
COc1ccc(C2Nc3c(c(C(C)(C)C)nn3-c3ccccc3)C(=O)CS2)cc1OC (stereo not given)	87	98	119	102	84	104	105	96	108
Cc1ccc(NC(=O)C(Cl)Cl)cc1	96	93	.	106	95	116	104	105	105
Oc1cccc(-c2nc3sccn3c2-c2ccncn2)c1	97	55	32	108	91	114	107	88	93
N#CCC(=O)Nc1nc2ccccc2nc1NC(=O)CC#N	92	121	110	102	101	99	102	90	106
O=S(=O)(Oc1ccc(/C=N/NC(=S)Nc2ccccc2)cc1)C(F)(F)C(F)(F)C(F)(F)C(F)(F)F	102	100	104	101	110	97	104	103	102
Cc1cc2nc3c4cc([N+](=O)[O-])ccc4n(CCN(C)C)c3nc2cc1C	2.6*	4.9*	-42*	-5.7*	-34*	9.3*	5.6*	9.0*	-16*
C/C=C\c1cc(OC)c2c(c1)C(C)C(c1ccc(O)c(OC)c1)O2 (stereo not given)	83	99	101	100	57	82	101	102	84
c1ccc(CC[C@@H]2C[C@@H]3Cc4ccc5ccccc5c4N2O3)cc1	97	90	119	102	85	.	100	101	83
CCNC(=S)n1nc(SC)c(C(=O)OCC)c1N	96	102	107	102	91	97	97	94	96
Cn1c(=O)c2[nH]c(CCl)nc2n(C)c1=O	104	100	112	98	101	106	104	106	97
CCCSc1nnc(-c2sc3nc4ccccc4n3c2C)o1	106	110	131	108	107	104	101	121	99

# Individual results from the list.
# SK-OV-3 result of N#CCC(=O)Nc1nc2ccccc2nc1NC(=O)CC#N is entered as 90
# IGROV1 result of CCNC(=S)n1nc(SC)c(C(=O)OCC)c1N is entered as 91
# COLO 205 result of CCCSc1nnc(-c2sc3nc4ccccc4n3c2C)o1 is entered as 131
# HCT-15 result of Cc1cc2nc3c4cc([N+](=O)[O-])ccc4n(CCN(C)C)c3nc2cc1C is entered as -16*
# IGROV1 result of C/C=C\c1cc(OC)c2c(c1)C(C)C(c1ccc(O)c(OC)c1)O2 (stereo not given) is entered as 57

# Additional compounds.
mol	HCT-116	HT29	COLO 205	SW-620	IGROV1	OVCAR-4	KM12	SK-OV-3	HCT-15
CC/C=C/[C@@H]1C=C[C@@H]2CCC[C@H]2[C@@H]1CC[C@H](O)[C@H](C)N	-76*	2.1*	.	-67*	1.4*	33	-85*	-16*	-74*
CCC(c1ccccc1)c1noc(CCN(CC)CC)n1 (stereo not given)	92	117	114	120	.	109	105	97	108
COC(=O)CCC(C(=O)CN1C(=O)c2ccccc2C1=O)N1C(=O)c2ccccc2C1=O (stereo not given)	102&103	105&97	106&110	105&105	110&109	99&114	108&114	102&110	102&110
CCCCOc1ccc(NC(=O)CCl)cc1	54	71	103	106	19	46	104	95	65
Cc1cc[n+](CCC2CCCCC2)cc1	95	75	112	91	119	90	100	101	111
CCNCC(O)Cc1ccccc1OC (stereo not given)	79	83	.	116	105	108	100	99	96
Nc1cc(Cl)ccc1C(=O)O	98	94	102	101	92	104	110	100	101
Cc1ccc2c(c1)c(=O)n(-c1ccccc1)c1nnc(-c3ccccc3F)n21	66	92	106	100	102	80	95	107	43
COc1cc(C2=NNC(c3ccc(N(C)C)cc3)C2)cc(OC)c1OC (stereo not given)	9.9*	6.3*	5.7*	20	35	52	14	20	31
O=c1ccc2nc(C(F)(F)F)nn(-c3ccccc3)c-2c1	35	-64*	-71*	-63*	72	80	97	79	-80*
COc1cccc(/C=N/NC(=O)COc2cc(=O)[nH]c3cc(C)ccc23)c1	102	107	109	101	88	106	107	103	102
Cn1c(=O)ccc2ccccc21	101	112	117	101	.	108	130	102	113
O=C(Nc1ccc(F)cc1)Oc1ccc[nH]c1=O	100	96	124	103	100	96	92	98	76
COc1cc(C(=O)N2CCOC23CCN(Cc2ccccc2)CC3)cc(OC)c1OC	115	114	86	106	110	96	106	105	109
Cc1c2ccccc2nc(CSc2ccccc2N)[n+]1[O-]	93	104	107	94	76	112	102	92	101
O=C(Cn1cc(CN2C(=O)C3CCCN3C(=O)c3ccccc32)nn1)Nc1ccc(Cl)cn1 (stereo not given)	108	105	98	94	92	97	104	81	107

# Copied from the listing, two compounds:
mol	HCT-116	HT29	COLO 205	SW-620	IGROV1	OVCAR-4	KM12	SK-OV-3	HCT-15
Cc1c2ccccc2nc(CSc2ccccc2N)[n+]1[O-]	93	104	107	94	76	112	102	92	101
O=C(Cn1cc(CN2C(=O)C3CCCN3C(=O)c3ccccc32)nn1)Nc1ccc(Cl)cn1 (stereo not given)	108	105	98	94	92	97	104	81	107

# New compounds follow
mol	HCT-116	HT29	COLO 205	SW-620	IGROV1	OVCAR-4	KM12	SK-OV-3	HCT-15
COc1ccc(/C=N/C2=C(C#N)C(c3ccccc3[N+](=O)[O-])c3ccc4ccccc4c3O2)cc1 (stereo not given)	83	112	104	98	55	92	96	101	75
COc1ccccc1NC(=O)c1sc2c(=O)[nH]cnc2c1C	98	105	117	106	88	.	105	108	101
Clc1ccc(-c2nnc3ccc(N/N=C/c4ccccc4)nn23)cc1	87	99	97	85	89	99	91	94	81
CC(=O)Nc1ccc(F)cc1	103	102	104	96	100	110	100	105	103
COc1ccc(-c2[nH]c3ccccc3c2C=C(C#N)C#N)cc1	4.0*	10	-8.3*	20	12	33	3.4*	29	18
CC1=C[C@H]2c3c(c(O)c(O)c4oc(-c5ccccc5)cc(=O)c34)[C@H](c3cc(O)c(O)c4oc(-c5ccccc5)cc(=O)c34)[C@H]2C(C)(C)C1	-56*	9.2*	4.6*	7.4*	-31*	10	-15*	-4.0*	11
CCn1cc(C(=O)NNC(=O)Nc2c(C)cccc2Cl)c(=O)c2ccc(C)nc21	87	106	117	93	102	100	91	91	104
O=c1/c(=C/c2ccc(O)cc2)sc2nc3ccccc3n12	100	102	110	98	94	93	89	105	94
Cc1ccc2nc(NC(=O)CSc3nc(-c4ccccc4)c(C(=O)O)c(=O)[nH]3)sc2c1	105	107	113	107	105	107	111	103	111
CC(C)(C)c1nn(-c2ccccc2)c2ncc3c(c12)C(=O)N(c1ccccc1)C3=O	97	101	.	99	112	109	108	109	101
O=Cc1cccc[n+]1Cc1ccc2c(c1)OCO2	98	94	87	97	90	114	86	90	101
C#CCN1C(=O)CN(/N=C/c2ccc([N+](=O)[O-])o2)C1=O	97	109	120	102	102	113	101	115	97
COc1cc(C2=NN(C(C)=O)C(c3ccc(N4CCOCC4)cc3)C2)cc(OC)c1OC (stereo not given)	96	109	106	105	98	107	106	97	107
S=c1nccc(-c2ccc(-c3ccccc3)cc2)[nH]1	94	107	112	109	71	79	80	114	97
O=C(c1ccccc1)n1oc(=O)c2ccccc21	89	102	113	101	107	87	101	101	104
COc1ccc2c(c1)C(=O)/C(=C/c1ccc(O)cc1)O2	9.0*	90	25	9.1*	.	85	101	104	52
CCOC(=O)/C=C(\C)Nc1ccc(NC(C)=O)cc1	96	106	117	102	93	99	107	99	109
COc1cc(-c2nnc(-c3ccc(NC(=O)CCO)cc3)o2)cc(OC)c1OC	97	74	111	98	102	97	100	85	107
C=C(C)[C@@H]1CCC[C@]2(C(=O)N3CCN(C)CC3)CC[C@]3(C)[C@@H](CC[C@@H]4[C@@]5(C)CC/C(=N\NC(=O)c6ccncc6)C(C)(C)[C@@H]5CC[C@]43C)[C@@H]12	98	99	99	81	83	91	85	109	92
[N-]=[N+]=NCc1ncc(-c2ccc(C(F)(F)F)cc2)c(NC2CCCCCC2)n1	41[50 µM]	70[50 µM]	87[50 µM]	75[50 µM]	76[50 µM]	88[50 µM]	47[50 µM]	90[50 µM]	80[50 µM]
CCCCc1ccc(-c2nc3c(c(C)nc4c3nnn4-c3ccccc3)c(=O)o2)cc1	97	114	123	104	111	109	108	106	110
CC1CN(CCN2CC(C)N(C=O)CC2C)C(C)CN1C=O (stereo not given)	109&103	106&104	109&111	102&111	105&128	119	107&117	108&106	107&102
CC(=O)NC(N)=S	111	98	120	101	121	111	107	118	109
Cc1nn(-c2ccccc2)c(N2CCCCC2)c1-c1nc2ccccc2[nH]1	82	107	115	93	79	86	92	112	99
COc1ccc(C(=O)OC2C(OC)OCC(O)C2O)cc1 (stereo not given)	101	105	107	107	115	105	115	108	106
C/C(=C(/c1ccc(Cl)cc1)c1ccc(OCCN(C)C)cc1)c1ccc(Cl)cc1	97	85	112	109	97	99	102	102	101
Nc1ccc(SCc2cc3cc(Cl)ccc3[nH]c2=O)cc1	44	69	110	32	78	62	17	123	38
COc1cc(-c2cc(=O)c3c(CC(=O)O)cc(O)cc3o2)cc(OC)c1OC	107	97	110	108	117	106	109	101	104
Cc1ccc(C(=O)OCC(=O)Nc2ncc(Cl)c(C)c2Cl)s1	102	110	133	106	110	101	104	104	101
c1cncc(-c2nc3ccccc3[nH]2)c1	94	102	89	85	.	104	97	95	111
CCOC(=O)Nc1ccc2nc(Sc3ccc(Cl)cc3)sc2c1	31	19	-26*	29	43	50	27	22	26
CC(C)(C)OC(=O)CN1CCc2c(sc3ncnc(N/N=C/c4ccc(Br)cc4)c23)C1	84	107	115	100	91	96	105	91	84

# Only HCT-116 (6 entries from above):
mol | HCT-116
C/C(=C(/c1ccc(Cl)cc1)c1ccc(OCCN(C)C)cc1)c1ccc(Cl)cc1 | 97
Nc1ccc(SCc2cc3cc(Cl)ccc3[nH]c2=O)cc1 | 44
COc1cc(-c2cc(=O)c3c(CC(=O)O)cc(O)cc3o2)cc(OC)c1OC | 107
COc1ccc(C(=O)OC2C(OC)OCC(O)C2O)cc1 (stereo not given) | 101
CC(C)(C)OC(=O)CN1CCc2c(sc3ncnc(N/N=C/c4ccc(Br)cc4)c23)C1 | 84
CCOC(=O)Nc1ccc2nc(Sc3ccc(Cl)cc3)sc2c1 | 31

# More results:
mol	HCT-116	HT29	COLO 205	SW-620	IGROV1	OVCAR-4	KM12	SK-OV-3	HCT-15
C[C@]12C[C@@H](c3ccoc3)OC(=O)[C@@H]1CC[C@]1(C)[C@@H]2CC[C@@H]2O[C@@]21C	102	90	111	97	107	113	103	99	105
c1coc(CNc2cc(Nc3ccc(OCCN4CCCCC4)cc3)ncn2)c1	102	87	104	96	100	111	102	104	94
CN1CCN(c2nc(SCc3ccc([N+](=O)[O-])cc3)nc(-c3ccc(F)cc3)c2C#N)CC1	82	102	99	92	96	99	97	79	84
COc1cc(-c2nc(SCCC(C)C)nc(N3CCN(C)CC3)c2C#N)cc(OC)c1OC	55	79	79	89	77	74	59	107	52
COC(=O)C(C(=O)OC)C(C)(Br)C(=O)OC (stereo not given)	89	90	106	101	103	104	99	73	107
Cn1c(=O)n(C)c2cc(NCc3cn(-c4ccc(C(F)(F)F)cc4)nc3-c3ccc(C(=O)O)cc3)ccc21	104	107	123	109	112	110	104	119	103
CCOC(=O)c1[nH]n(-c2ccccc2)c(=O)c1/C=N/C(=S)NCCc1ccc(OC)c(OC)c1	91	110	112	103	102	94	105	92	95
CCCCCCCC(C)NCCCO (stereo not given)	102	110	117	109	106	117	111	109	108
COc1cc(C=C2C(=O)N(C)C(=O)N(C)C2=O)cc(CN2CCCCC2)c1O	100	103	111	104	104	103	103	.	104
CC1(C)O[C@@H]2C[C@H]3[C@@H]4CCC5=CC(=O)CC[C@]5(C)[C@@]4(F)[C@@H](O)C[C@]3(C)[C@]2(C(=O)CO)O1	100	102	104	97	93	99	98	67	106
Cc1cc(C(=O)O)c(C)c(S(=O)(=O)O)c1	97	95	114	96	56	89	102	105	99
N#Cc1c(-c2ccc(Cl)cc2)nc(NN2C(=O)c3ccccc3C2=O)nc1N1CCOCC1	99	108	110	99	109	99	107	106	112
O=C(CN1CCN(C(=O)c2ccccc2)CC1)Nc1ccccc1SCc1ccccc1	86	81	82	99	84	77	84	89	87
COc1ccc(-c2c(N)n[nH]c2-c2ccc(Cl)cc2O)cc1	82	105	116	104	78	89	59	103	71
N#CCCCCCCl	103	97	108	99	108	90	110	107	89
Cc1cc(Nc2ccccc2Br)nc(N)n1	83	99	113	110	108	100	95	110	97
CC(=O)C=P(c1ccccc1)(c1ccccc1)c1ccccc1	94	86	102	89	99	119	100	96	101

# Source: PubChem (NCI)
